High-throughput results as filed in PubChem BioAssay.
PV pol inh – poliovirus RNA polymerase inhibition; poliovirus polymerase elongation, fluorescence polarization; active compounds read low; % elongation, % (compound at 16.7 µg/mL); 150,000 tested, 0.66% active; in the data active means % elongation below about 90%; further: some results filed as inactive read as strong as hits
Target sequence (P03300 1749-2209 limits assumed): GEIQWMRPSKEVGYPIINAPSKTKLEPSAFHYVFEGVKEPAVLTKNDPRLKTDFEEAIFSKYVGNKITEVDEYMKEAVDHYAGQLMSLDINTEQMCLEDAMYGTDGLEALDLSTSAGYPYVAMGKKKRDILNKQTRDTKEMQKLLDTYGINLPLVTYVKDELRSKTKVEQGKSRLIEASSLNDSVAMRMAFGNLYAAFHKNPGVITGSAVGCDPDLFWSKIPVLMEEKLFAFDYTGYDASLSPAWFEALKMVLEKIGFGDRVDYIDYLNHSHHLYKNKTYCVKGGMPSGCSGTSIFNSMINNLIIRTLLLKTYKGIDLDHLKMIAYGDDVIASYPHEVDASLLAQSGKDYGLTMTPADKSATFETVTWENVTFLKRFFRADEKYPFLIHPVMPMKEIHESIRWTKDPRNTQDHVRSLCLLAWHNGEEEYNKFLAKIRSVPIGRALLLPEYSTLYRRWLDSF
PV pol inh FP z-score – second read-out of PV pol inh, no call of its own (marks repeat the call); z-score; measured here: FP z-score; hits read low
* = called active by the depositor; & = joins results of further samples. An excerpt; the hit share may differ from the screen's.

SMILES	PV pol inh	PV pol inh FP z-score
O=C(NC1(C(=O)NC2CCCCC2)CCCCC1)c1ccccn1	102	0.4
Cc1cccc(N(CC(=O)NCCSCc2ccc(Cl)cc2)S(C)(=O)=O)c1C	105	0.2
CCOC(=O)C1SC2(C(F)(F)F)CC1(O)c1c(C)cc(C)nc1O2 (stereo not given)	101	0.1
O=C(Nc1ccc2[nH]ncc2c1)c1ccccc1	107	0
CCOc1ccc(CN(C)Cc2nc(N)nc(Nc3ccc(C)cc3)n2)cc1	97	-0.5
O=C1NC(=S)NC(=O)C1C1CCCCC1	104	1
CCOC(=O)CCN(Cc1ccccc1)S(=O)(=O)c1csc(C(N)=O)c1	111	1
Cc1c(C(=O)N(C)Cc2ccccc2)sc2nc(-c3ccccc3)cn12	106	1.4
COc1ccc2[nH]cc(CCN=C(NC(=O)c3ccccc3C)Nc3nc(C)cc(C)n3)c2c1	108	0.9
Cc1cc(S(=O)(=O)NC(C)C)ccc1OCC(=O)NCc1ccc2c(c1)OCO2	104	2.2
COc1ccc(N2Cc3cccc(C(=O)N4CCOCC4)c3C2=O)cc1	104	0.7
CCCn1c(C)cc(CNCCSCc2cccs2)c1C	99	-0.5
Cc1cc(Cl)c(S(N)(=O)=O)cc1OCC(N)=O	100	-0.3
CSC1=N/C(=C\c2ccccc2C)C(=O)S1	96	-1.2
CCC(C)NC(=O)c1nn(C)c2c1COc1ccccc1-2 (stereo not given)	105	0.8
CCOc1ccc(Cl)cc1S(=O)(=O)NC	100	-0.9
O=C(O)/C=C/c1ccc(/C=N/n2ncc3ccccc32)cc1	96	-0.6
CC(C)(C)NC(=O)NC(=O)Cn1c(NCCO)nc2ccccc21	98	-0.6
CCOC(=O)NN=C(C1CC1)C1CC1	98	-0.6
Cc1cccn2c(=O)c3cc(C(=O)NC(C)c4ccccc4)c(=N)n(CCCN4CCOCC4)c3nc12 (stereo not given)	101	-0.2
Cc1ccccc1-n1nc(CO)c(C(=O)NCc2cccs2)n1	100	-1.5
CCN(CC)P1(=S)OC(C)(C)CC1(C)O (stereo not given)	97	-0.4
CC1Cc2ccccc2N1C(=O)CNc1cc(C(F)(F)F)ccc1N1CCOCC1 (stereo not given)	105	0.2
CCOc1ccc2ncc3c(-c4cccc(OC)c4)nn(-c4ccccc4)c3c2c1	106	-0.8
Cc1cccc2nc3c(nc12)C(=O)c1ccccc1C3=O	104	1
(list continues)
SMILES	PV pol inh	PV pol inh FP z-score
CCn1cnc2c(=O)oc3ccc(S(=O)(=O)N4CCN(c5cc(Cl)ccc5C)CC4)cc3c21	100	-0.1
O=C(NCCn1ccc2ccccc21)c1cc(C(F)(F)F)cc(C(F)(F)F)c1	103	0.6
Cc1nc2sc3c(c2c2nncn12)CCCC3	101	-0.1
COc1ccc(NC(=S)N2CCCN(Cc3ccc(F)cc3)C2)cc1	101	-0.2
O=C1OC(c2ccccc2)=N/C1=C1\OC(=O)c2ccccc21	102	-0.2
O=C1CSc2nnc(-c3ccccc3)n21	54*	-8.1*
Cc1[nH]nc2c1C(Cc1ccccc1)C(C#N)=C(N)O2 (stereo not given)	101	-0.2
S=c1nc(-c2cccs2)cn[nH]1	101	-1.4
COc1ccccc1N1CCN(C(=O)c2c3c(nc4ccccc24)C(=O)N(C2CCCCC2)C3)CC1	114	0.7
COc1ccc(N=Cc2c(C)c(C#N)c3[nH]c4ccccc4n3c2=O)c(OC)c1	90	-3.6
CC1CCN(S(=O)(=O)c2cc(C(=O)NCc3ccccc3)n(C)c2)CC1	112	1.3
Cc1ccc(OCCn2c(CCNC(=O)C3CCCCC3)nc3ccccc32)cc1	111	0.7
O=C(CSCc1ccc(Cl)cc1)NC1CC1	98	-1.6
O=C(NCc1cccs1)C12CC3CC(CC(C3)C1)C2	103	0.3
Cc1ccccc1OCC(=O)OCC(=O)Nc1cccc(Br)c1	101	-0.5
CCOc1ccc(Nc2nc(N3CCCCC3)nc(N3CCCCC3)n2)cc1	104	0.6
COc1ccc2c(c1)c1c(c(=O)n(-c3ccccc3C)c(=O)n1Cc1c(F)cccc1Cl)n2C	110	0.7
COc1ccc2c(C=Nc3ccccc3F)c(O)n(C)c(=O)c2c1	109	0.7
CCCc1c(C(=O)NC2Cc3ccccc3C2)cnn1-c1ccccc1	106	0.8
Cc1ccc(-c2nn3c(Cn4cnc5ccccc54)nnc3s2)cc1C	95	-0.8
CCC(=O)c1ccc(OCC(=O)NC2CCCCC2C)cc1 (stereo not given)	101	-0.4
Cc1nc2onc(OCC(=O)OCc3ccccc3)c2c(C)c1C	100	-0.7
Cc1cccc(NC2=CC(=O)CC(C)(C)C2)c1	102	0.1
CC(C)(C)OC(=O)N1CCC(c2c(C(=O)NCCN3CCOCC3)cnn2-c2ccc(F)cc2)CC1	100	-1
CCN(CC)S(=O)(=O)c1ccc(C(=O)N=c2sc3cccc(OC)c3n2C)cc1	100	-1.3
The list goes on.
SMILES	PV pol inh	PV pol inh FP z-score
CC(=Nc1ccc(S(=O)(=O)N2CCCC2)cc1)c1ccccc1	99	-0.9
CCOC(=O)c1cc(-c2ccnn2C(=O)c2ccccc2)on1	99	-1.2
CN(CC1COc2ccccc2O1)S(=O)(=O)c1ccc(-c2cc(C(F)(F)F)no2)s1 (stereo not given)	103	1
C=CCn1c(NC(=O)CC)nc2ccccc21	104	0.9
O=C(CSC1=Nc2ccccc2C2=NC(Cc3ccccc3)C(=O)N12)Nc1ccccc1F (stereo not given)	107	0.2
Cc1ccc(Cn2c(SCC#N)nc3ccccc3c2=O)cc1	107	-0.3
CC(SC1=NN2CCCC(=O)N=C2S1)c1ccccc1 (stereo not given)	99	-1
CC(C)(C)c1ccc(S(=O)(=O)N2CCN(Cc3cc4c(cc3O)OCO4)CC2)cc1	103	-0.3
CC1CCCC(C)N1C(=O)COc1cccc(Br)c1 (stereo not given)	99	-0.9
COc1cccc(-c2noc(CSc3nc4sc5c(c4c(=O)n3C(C)C)CCC5)n2)c1	109	0.9
CCSc1nc2ccccc2c(OCc2cc(C(=O)OC)ccc2OC)c1C(=O)OC	100	-1.5
Cc1ccc(S(=O)(=O)N(C)CC(=O)N2CCCc3ccccc32)cc1	101	0.2
O=C(NCCc1nc2ccccc2n1CCCOc1ccc(Cl)cc1)c1ccco1	102	0.1
O=C1C(Cc2ccccc2)S/C(=N/N=C/c2ccco2)N1c1ccccc1 (stereo not given)	102	0.1
CCOC(=O)c1cc(Cn2c(=O)c(OCC)nc3cnccc32)on1	102	0.7
Cc1cc(OCC(=O)c2ccc(F)cc2)c2c3c(c(=O)oc2c1)CCC3	100	-0.8
O=C(O)c1cccnc1SCC(=O)N1CCCc2ccccc21	104	1.2
Cn1nnnc1SC(c1ccccc1)c1ccccc1	106	0.3
CN1N=C(C(=O)Nc2ccc3c(c2)CCC3)CCC1=O	102	-0.1
O=c1c2c(nc3cc(-c4ccco4)[nH]n13)CSC2	97	-1.9
Cc1ccnc2nc(C(=O)NN3C(=O)c4ccccc4C3=O)nn12	105	0.3
CC(Oc1ccc2c(C(F)(F)F)cc(=O)oc2c1)C(=O)NN (stereo not given)	98	-0.6
CCOc1ccc(NC(=O)CSc2nc3c(oc4ccccc43)c(=O)n2-c2cc(C)cc(C)c2)cc1	102	-0.6
COc1ccc(CNC(=O)c2ccc(NC(=O)N3CCCCc4ccccc43)cc2)cc1	100	-0.4
CCOc1ccc(C(=O)NCC(c2ccco2)S(=O)(=O)c2cccs2)cc1 (stereo not given)	103	-0.9
Continuation.
SMILES	PV pol inh	PV pol inh FP z-score
O=C(O)CCCn1c(=O)c2cccn2c2ccc(F)cc21	101	-0.4
COc1cc(/C=c2/sc3nc4ccccc4n3c2=O)cc(OC)c1O	114	2.4
CCN1C(=O)/C(=C/C=C2/Sc3cc(NC(C)=O)ccc3N2CC)N(c2ccccc2)C1=S	102	0.2
CCNC(=O)C(C)Sc1ccccc1 (stereo not given)	99	-0.2
CCC(CC)C(=O)N(c1ccc(OC)cc1OC)C1C=CS(=O)(=O)C1 (stereo not given)	100	-0.1
Cc1ccc(C)c(NC(=O)CC2NCCNC2=O)c1 (stereo not given)	103	-0.5
O=C(NCc1cccnc1)c1ccc(COc2cccc3ccccc23)o1	103	0.7
CN1CCC(C#N)(c2ccccc2)CC1	103	0.3
Cc1cccc(-n2ncc(C(=O)NCc3ccc4c(c3)OCO4)c2C2CCN(C(=O)OC(C)(C)C)CC2)c1	108	0.4
CC(Cc1ccccc1)NC(=O)c1ccccc1 (stereo not given)	99	-0.2
O=C1CN(c2ccccc2)C(=O)N1c1ccccc1	102	0.3
CCCNC(=O)c1ccc2nc(N3CCOCC3)sc2c1	105	1.3
N/C(=N\N=C\c1ccco1)c1nonc1N	102	0
CCOc1ccc(-n2cc(-c3ccccc3)c3c(N4CCN(CC)CC4)ncnc32)cc1	103	1
O=S(=O)(NCCCN1CCc2ccccc2C1)c1ccc(-c2cc(C(F)(F)F)no2)s1	103	1.4
CCCCN(C)CCNC(=O)c1nn(-c2ccc(OC)c(Cl)c2)c(=O)c2c1c1ccccc1n2C	104	0
CC(NC(=O)Cn1ncc2c1-c1ccccc1OC2)c1ccc2c(c1)OCCO2 (stereo not given)	100	-0.2
O=S(=O)(c1ccc(F)cc1)c1cc(C(F)(F)F)cc(C(F)(F)F)c1	102	0.3
Cc1ccc(-c2nn(CC(=O)Nc3cccnc3)c(=O)c3ccccc23)cc1	103	-0.2
COC(=O)c1cc(NC(=O)c2oc(=O)c3ccccc3c2-c2ccccc2)cc(C(=O)OC)c1	110	0.4
CSc1ccc(-c2sc(C)nc2C)nn1	106	1.2
CC(C)CNC1CCC(O)CC1 (stereo not given)	99	-0.5
N#Cc1ccccc1CSc1nnnn1-c1ccccc1	113	1.7
CC[C@H](CO)Nc1nc(NCc2ccccc2)c2ncn(C(C)C)c2n1	101&100	0.1&0.1
CC(=O)c1ccc(NC(=O)CSc2nnc3c(n2)[nH]c2ccccc23)cc1	108	0.8
Going on with the list:
SMILES	PV pol inh	PV pol inh FP z-score
Cc1ccc(NC(=O)CCCn2nc(C)c3sc4ccccc4c3c2=O)c(Cl)c1	98	-0.7
O=c1cc(-c2ccccc2)nc(SCCOc2ccc3c(c2)OCO3)[nH]1	99	-0.6
O=C(CSc1nc2ccccc2nc1Cc1ccc(Cl)cc1)N1CCN(c2ccccc2F)CC1	112	1.4
Cc1cc(Cl)ccc1NC(=O)C1CCCN(c2nnc(C)c3c(C)n(-c4ccccc4)nc23)C1 (stereo not given)	104	-0.3
CCC(=O)Oc1ccc2c(C)c(C)c(=O)oc2c1	101	0
Cc1cc(C)n(Cc2ccc(C(=O)O)cc2)n1	101	0.1
COC(=O)C1=C(O)/C(=C\c2ccccc2OC)N=C1C	103	0.3
O=C(Cc1ccc(S(=O)(=O)N2CCOCC2)s1)Nc1nnc(C2CC2)s1	107	0.6
CCOC(=O)c1c(C)[nH]c(C)c1S(=O)(=O)N(C)CC(=O)Nc1cc(Cl)ccc1C	114	0.6
CC(C)(C)NS(=O)(=O)c1ccc(NC(=O)Nc2ccc(Cl)cc2)cc1	98	-0.5
CC1CC(C)CN(S(=O)(=O)c2ccc(NC(=O)C3COc4ccccc4O3)cc2)C1 (stereo not given)	103	0.3
CCn1cc2nc(SCc3ccccc3F)n(Cc3ccc(C)cc3)c(=O)c2n1	103	-0.8
CCCCOc1ccc(CNC(=O)c2cnc3sc(N4CCCC4)nn3c2=O)cc1	104	-0.1
CN(C)/C=C/C(=O)c1nn(-c2ccc(F)cc2)ccc1=O	102	0
Nc1nc(SCc2cccnc2)[nH]c(=O)c1NC(=O)c1ccco1	104	0.4
O=C(O)CCN1C(=O)CC2(CCCCC2)C1=O	105	1.2
CCOC(=O)C1CCCCN1S(=O)(=O)c1ccc2c(c1)CCCC(=O)N2 (stereo not given)	99	-1.3
CN(C)S(=O)(=O)c1ccc2c(c1)C(=O)c1cc(S(=O)(=O)N(C)C)ccc1-2	104	0.6
CCc1ccc(-c2ccc(Br)cc2)nc1	104	0.1
O=C(O)c1ccc(S(=O)(=O)N(Cl)Cl)cc1	99	-0.2
CCOC(=O)c1cccc(NC(=O)c2ccc3snnc3c2)c1	107	0
Cc1cc(C)c(C(=O)Nc2cccnc2)c(CC(C)(C)C(=O)O)c1	101	0
Cc1ccc(-n2ncc3c(N4CCN(C)CC4)ncnc32)cc1Cl	103	-0.7
CC1CC(=O)C2=C(C1)OC(N)=C(C#N)C2c1ccccc1 (stereo not given)	100	-0.1
Cc1ccc(C)c(-n2nnnc2SCC(=O)N=c2sc3ccccc3n2C)c1	110	0.9
CCc1ccc(NC(=O)Nc2nnc(N3CCCCC3C)s2)cc1 (stereo not given)	101	-0.3
COc1cc(Cl)c(C)cc1NC(=O)CCc1c(C)nc2cc(-c3cccc(F)c3)nn2c1C	106	-0.4
COC(=O)CSc1ncn(-c2ccccc2)n1	100	-0.6
CCOc1cccc2cc(-c3cn4c(n3)sc3ccccc34)c(=O)oc12	101	-1.2
